From PubChem
RNase H inhibition – RNase H inhibition, HIV 1 Gag Pol polyprotein, FRET biochemical assay, screening (AID 372) | HIV-1 RT RNase H, FRET RNA/DNA substrate fluorescence; higher % means a stronger effect | inhibition, % at 10 µM, or IC50 in µM where a hit was titrated | 100,000 tested, 0.77% active; in the data active means inhibition above about 50%
An asterisk follows results filed as active.

SMILES	RNase H inhibition
CCc1ccccc1N=C1c2ccccc2C(=O)C1c1cccc2ccccc12 (centres undefined)	20.0%
CCOc1ccc(N(CC(=O)NCc2ccc(OC)cc2)S(=O)(=O)c2ccc(Br)cc2)cc1	1.0%
COc1cc(C=O)ccc1OCCOc1c(C)cc(Cl)cc1Cl	28.0%
CC(C)C(c1ccc(O)cc1)c1ccc(O)cc1	12.0%
Cc1nc(-c2ccccc2)sc1C(=O)Nc1cccc(-c2cn3ccccc3n2)c1	12.0%
CC(C)(C)c1cc(C(=O)Oc2ccc(C#N)c(C#N)c2)cc(C(C)(C)C)c1	11.0%
CCN(CC)c1ccc(C2C(C(=O)OC3CCCCC3)=C(C)NC3=C2C(=O)CC(c2ccc(Cl)cc2)C3)cc1 (centres undefined)	22.0%
O=C(c1cccc(Br)c1)N1CCN(c2cccc(Cl)c2)CC1	9.0%
Cc1cc(C)n2nc(Cc3ccccc3)c(-c3cccc4ccccc34)c2n1	7.0%
O=C1N=C(c2ccccc2)S/C1=C\c1c2ccccc2cc2ccccc12	30.0%
CC1CC(=O)C2=C(C1)OC(N)=C(C#N)C2c1ccc(Br)cc1 (centres undefined)	0.0%
Cc1c(-c2ccc(Cl)cc2)nc2ccccc2c1C(=O)Nc1ccc(F)cc1F	15.0%
CC(=O)c1cc(F)c(N2CCN(C(=O)c3cc(F)c(F)cc3Br)CC2)cc1C	6.0%
CCOC(=O)C1=C(C)N=c2s/c(=C\c3ccc(-c4ccc([N+](=O)[O-])cc4C)o3)c(=O)n2C1c1ccc(OC)cc1 (centres undefined)	20.0%
O=C(CSCc1ccccc1)Nc1nnc(/C=C/c2ccccc2)s1	10.0%
Cc1cc(SCc2ccccc2)n2ncnc2n1	6.0%
N#Cc1c2c(c(N3CCCC3)n3c1nc1ccccc13)CCC2	3.0%
COc1ccc(/C=N/NC(=O)C(=O)NC(C)(C)C)c(OC)c1	2.0%
COc1ccc(NC(=O)c2sc3nccc(=O)n3c2C(=O)O)cc1	0.0%
CC(C)c1ccc(NC(=O)CN(c2ccc(F)cc2)S(C)(=O)=O)cc1	5.0%
CCCCOC(=O)c1ccc2c3c(onc13)-c1ccccc1C2=O	6.0%
Cc1ccc(N2C(=O)NC(=O)/C(=C\c3ccccc3Br)C2=O)cc1C	4.0%
COC(=O)c1sc(NC(=O)c2c(-c3ccccc3)noc2C)c(C(=O)OC)c1C	0.0%
COc1ccc(/C=C(/C#N)C(=O)Nc2ccc(C)cc2C)cc1C(=O)O	0.0%
CC(C)c1ccccc1NS(=O)(=O)c1ccc([N+](=O)[O-])cc1	7.0%
Cc1cccc(NC(=O)c2cc3c(ccc4ccccc43)oc2=O)n1	8.0%
Cc1ccccc1N1C(=O)c2ccc(Oc3cccc(N)c3)cc2C1=O	0.0%
O=C(Nc1cccc(Cl)c1)[C@@H]1C2C=CC(C2)[C@@H]1C(=O)O (some centres undefined)	2.0%
Nc1nc2n(n1)C(c1ccccc1)C=C(c1ccccc1)N2 (centres undefined)	6.0%
O=CN1CCN(C(=O)c2ccc(C#Cc3ccccc3)cc2)CC1	9.0%

Structures shown so far that have a tert-butyl group:
SMILES	RNase H inhibition
CC(C)(C)c1cc(C(=O)Oc2ccc(C#N)c(C#N)c2)cc(C(C)(C)C)c1	11.0%
COc1ccc(/C=N/NC(=O)C(=O)NC(C)(C)C)c(OC)c1	2.0%

Following part.
SMILES	RNase H inhibition
CN(C)CCOCCOCCN(C)C	7.0%
Cc1ccc(C(=O)N/N=C\c2ccc(Br)o2)o1	9.0%
O=C(Nc1ccccc1C(=O)O)c1ccc2c(c1)C(=O)N(C1CCCCC1)C2=O	4.0%
O=C(COC(=O)C1CCN(S(=O)(=O)c2ccc3ccccc3c2)CC1)c1ccccc1	7.0%
CCOC(=O)C1=C(C)N(c2ccc(OC)cc2)C(=O)/C1=C\c1ccc(O)c(OCC)c1	19.0%
Cc1ccc(OCC(=O)Nc2ccc(-c3nc4ccccc4s3)cc2)cc1C	41.0%
CCCCOc1cccc(C(=O)Nc2cc(C(F)(F)F)ccc2Cl)c1	20.0%
COc1ccc(CN(CCC(c2ccccc2)C2CCOC(C)(C)C2)C(=O)c2ccco2)cc1OC (centres undefined)	14.0%
OC(COCC1COc2ccccc2O1)CN1CCN(c2ccccc2F)CC1 (centres undefined)	9.0%
C=C(Br)Cn1c(C)nc2ccccc21	0.0%
Nn1c(-c2ccco2)nc2ccccc2c1=O	8.0%
COc1ccc(C(=O)N/C(=C\c2ccc(-c3cccc([N+](=O)[O-])c3)o2)C(=O)NCc2cccnc2)cc1	9.0%
CCOc1ccc(S(=O)(=O)N=Nc2c(O)[nH]c3ccccc23)c2ccccc12	12.0%
O=C(N/N=C/c1ccc([N+](=O)[O-])cc1)c1ccc(Cl)cc1	3.0%
O=C(NN1C(=O)c2ccccc2C1=O)c1ccc(Cl)c(Cl)c1	6.0%
CCCCOc1ccc(-c2cc(=O)oc(-c3cccc([N+](=O)[O-])c3O)n2)cc1	0.0%
C/C(Cl)=C/Cn1c(=O)n(C/C=C(/C)Cl)c(=O)n(C/C=C(/C)Cl)c1=O	5.0%
Nc1nonc1/C(=N/O)N1CCN(c2ccc([N+](=O)[O-])c3cccnc23)CC1	10.0%
c1ccc(CNc2ccc(-c3nc4ccccc4o3)cc2)cc1	15.0%
Cc1ccc(NC(=O)c2ccc([N+](=O)[O-])cc2Cl)c(Br)c1	9.0%
COc1ccc(C=NNC(=O)C(C)Oc2ccc(C)cc2Br)cc1 (centres undefined)	14.0%
CC1(C)CC(=O)C(C=NCCN2CCN(C(=O)c3ccccc3)CC2)=C(O)C1	3.0%
O=C(Nc1ccc2nn(-c3ccccc3)nc2c1)C(Cl)(Cl)Cl	6.0%
Cc1ccc(S(=O)(=O)N(CC(=O)NC(C(C)C)C(C)C)c2cccc(Cl)c2)cc1	16.0%
CC(C)c1cc(NS(=O)(=O)c2ccc(Cl)cc2)cc(C(C)C)c1O	7.0%
O=C(O)c1ccc(N2C(=O)c3cccc([N+](=O)[O-])c3C2=O)cc1O	12.0%
Cc1ccc(-c2csc(/C(C#N)=C/c3ccccc3F)n2)cc1	20.0%
CCOC(=O)C1=C(C)N=c2s/c(=C\c3ccc(-c4ccc(Cl)cc4Cl)o3)c(=O)n2C1c1ccc(OC)cc1 (centres undefined)	12.0%
CCOc1ccccc1N(CC(=O)NC1CCCCC1)S(=O)(=O)c1ccccc1	11.0%
CC(=O)NC(=C(Cl)Cl)S(=O)(=O)c1ccc(C)cc1	9.0%

21 entries from above, ordered by number of heavy atoms, smallest number first:
SMILES	RNase H inhibition
C=C(Br)Cn1c(C)nc2ccccc21	0.0%
Nn1c(-c2ccco2)nc2ccccc2c1=O	8.0%
Cc1cc(SCc2ccccc2)n2ncnc2n1	6.0%
O=C(Nc1cccc(Cl)c1)[C@@H]1C2C=CC(C2)[C@@H]1C(=O)O (some centres undefined)	2.0%
Cc1ccc(NC(=O)c2ccc([N+](=O)[O-])cc2Cl)c(Br)c1	9.0%
O=C(c1cccc(Br)c1)N1CCN(c2cccc(Cl)c2)CC1	9.0%
COc1cc(C=O)ccc1OCCOc1c(C)cc(Cl)cc1Cl	28.0%
O=C(O)c1ccc(N2C(=O)c3cccc([N+](=O)[O-])c3C2=O)cc1O	12.0%
O=C(CSCc1ccccc1)Nc1nnc(/C=C/c2ccccc2)s1	10.0%
COc1ccc(/C=C(/C#N)C(=O)Nc2ccc(C)cc2C)cc1C(=O)O	0.0%
O=C1N=C(c2ccccc2)S/C1=C\c1c2ccccc2cc2ccccc12	30.0%
Nc1nonc1/C(=N/O)N1CCN(c2ccc([N+](=O)[O-])c3cccnc23)CC1	10.0%
COC(=O)c1sc(NC(=O)c2c(-c3ccccc3)noc2C)c(C(=O)OC)c1C	0.0%
Cc1nc(-c2ccccc2)sc1C(=O)Nc1cccc(-c2cn3ccccc3n2)c1	12.0%
CCOC(=O)C1=C(C)N(c2ccc(OC)cc2)C(=O)/C1=C\c1ccc(O)c(OCC)c1	19.0%
CCOc1ccc(N(CC(=O)NCc2ccc(OC)cc2)S(=O)(=O)c2ccc(Br)cc2)cc1	1.0%
COc1ccc(CN(CCC(c2ccccc2)C2CCOC(C)(C)C2)C(=O)c2ccco2)cc1OC (centres undefined)	14.0%
COc1ccc(C(=O)N/C(=C\c2ccc(-c3cccc([N+](=O)[O-])c3)o2)C(=O)NCc2cccnc2)cc1	9.0%
CCOC(=O)C1=C(C)N=c2s/c(=C\c3ccc(-c4ccc(Cl)cc4Cl)o3)c(=O)n2C1c1ccc(OC)cc1 (centres undefined)	12.0%
CCN(CC)c1ccc(C2C(C(=O)OC3CCCCC3)=C(C)NC3=C2C(=O)CC(c2ccc(Cl)cc2)C3)cc1 (centres undefined)	22.0%
CCOC(=O)C1=C(C)N=c2s/c(=C\c3ccc(-c4ccc([N+](=O)[O-])cc4C)o3)c(=O)n2C1c1ccc(OC)cc1 (centres undefined)	20.0%

Next results follow:
SMILES	RNase H inhibition
Cc1cccc(NC(=O)Cc2ccccc2)c1C	0.0%
NC(=O)c1nn2c(c1Cl)NC(c1ccco1)CC2C(F)(F)F (centres undefined)	2.0%
COc1ccccc1CNC(=O)CN(c1ccc(C)cc1)S(=O)(=O)c1ccc(F)cc1	13.0%
COc1ccc2nc(NC(=O)NC34CC5CC(CC(C5)C3)C4)sc2c1	16.0%
CCCONC(=O)Cn1c(=O)sc2ccccc21	4.0%
COc1cccc(C(=O)Nc2nnc(-c3ccc(Cl)c(Cl)c3)s2)c1	21.0%
COc1ccc(N=C2NC(=O)/C(=C\C=C\c3ccccc3)S2)cc1	37.0%
C=CCN(CC=C)C(=O)CCN1C(=O)c2ccccc2C1=O	0.0%
Cc1[nH]n(-c2ccccc2)c(=S)c1C=Nc1ccc(Br)cc1	0.0%
CCOc1cc(/C=C2/SC(=S)N(C(CCC(=O)O)C(=O)O)C2=O)ccc1O (centres undefined)	8.0%
O=C(Nc1cccc2nsnc12)c1ccc(Cl)cc1	3.0%
COc1cc(C=O)ccc1OCCOCCOc1ccc(Cl)cc1C	8.0%
COC(=O)CCCN1C(=O)/C(=C/c2ccc(OC)cc2)SC1=S	15.0%
CCC1CCCCN1S(=O)(=O)c1ccc2ccc(C)cc2c1 (centres undefined)	9.0%
Clc1ccc(-c2ncnn2-c2cccc(Cl)c2)cc1	9.0%
Cc1ccc(S(=O)(=O)Nc2ccc(S(=O)(=O)N3CCOCC3)cc2)cc1	1.0%
C=CCN1C(=O)/C(=C\c2cc(C)n(-c3ccc([N+](=O)[O-])cc3)c2C)SC1=S	21.0%
CCc1c(C)c(C#N)c2nc3ccccc3n2c1Nc1ccc(O)cc1	9.0%
N#C/C(=C/c1ccco1)c1nc(-c2cc3ccccc3oc2=O)cs1	7.0%
Cc1ccc(Cl)cc1NC(=O)C(Cl)Cl	4.0%
COC(=O)c1ccccc1NC(=S)NC(NC(=O)c1ccc(F)cc1)C(Cl)(Cl)Cl (centres undefined)	0.0%
COC(=O)c1sc(NC(=S)NC(=O)c2ccccc2Cl)nc1C	4.0%
CC(C)(C)c1cc(Br)ccc1OCC(=O)Nc1ccc2c(c1)OCCO2	9.0%
Cc1cccc(C2OC3(C(=O)c4ccccc4C3=O)C3C(=O)N(c4ccccc4Br)C(=O)C23)c1 (centres undefined)	8.0%
O=c1nc(/C=C/c2ccc(N3CCCC3)cc2)cc(C(F)(F)F)[nH]1	9.0%
CC(=O)Nc1ccc(NC(=O)c2ccco2)c(C)c1	15.0%
COc1ccc(CNc2cccc(SC)c2)c(OC)c1	2.0%
CCOc1ccc(NC(=O)C(=O)NN=C2CCN(C)CC2)cc1	9.0%
COc1cc(/C=N/NC(=O)c2ccccn2)ccc1OC(=O)c1cccc2ccccc12	0.0%
N#C/C(=C\c1ccccc1)C(=O)Nc1sc2c(c1C(N)=O)CCC2	31.0%
COc1ccc(NC(=O)N2CCN(c3ccccn3)CC2)cc1	15.0%
Cc1ccc(C(=O)NC(=S)Nc2ccc(-c3nc4cc(Cl)ccc4o3)cc2)cc1[N+](=O)[O-]	23.0%
O=C(c1cccs1)N1CCN(Cc2ccc(Br)cc2)CC1	0.0%
O=C1NC(=O)N(c2cccc(Br)c2)C(=O)/C1=C/c1ccc(N2CCCCC2)o1	13.0%
CC(C)NC(=O)C(=O)N/N=C/c1ccco1	8.0%
O=C(CN(c1cccc(Cl)c1)S(=O)(=O)c1ccccc1)NN=C1CCCC1	0.0%
CCc1ccccc1NC(=O)CN(c1ccc(Cl)c(Cl)c1)S(=O)(=O)c1ccccc1	9.0%
CCCCOc1ccc(S(=O)(=O)NCc2cccnc2)cc1	10.0%
CC1=C(C(=O)OC(C)C)C(c2ccc(F)cc2)C(C(=O)OC(C)C)=C(C)N1	4.0%
Cc1cc(N2C(=O)c3ccc(C(=O)O)cc3C2=O)no1	2.0%
CC1CCc2cc(F)ccc2N1C(=O)/C=C/c1ccc(Cl)c(Cl)c1 (centres undefined)	35.0%
O=C(Nc1ccc(I)cc1Cl)c1ccc(Cl)c(Cl)c1	20.0%
Cc1ccc2nc(-c3ccc([N+](=O)[O-])cc3)cn2c1	6.0%
CCOc1ccc2cc(S(=O)(=O)n3ccnc3)ccc2c1	2.0%
O=C(O)COc1ccc(N2C(=O)c3c(Cl)c(Cl)c(Cl)c(Cl)c3C2=O)cc1	11.0%
CCOc1cc(/C=C2/SC(=S)N(Cc3ccccc3)C2=O)ccc1OCc1ccccc1	6.0%
CSc1nc(C)c(C(=O)Nc2ccccc2)c(C)c1C#N	1.0%
O=[N+]([O-])c1ccc(F)c(NS(=O)(=O)c2ccc(F)cc2)c1	22.0%
CCc1ccccc1NC(=O)[C@H]1CC=CC[C@H]1C(=O)O	8.0%
COc1ccc(/C(O)=C2\C(=O)C(=O)N(CCCO)C2c2ccc(Br)cc2)cc1 (centres undefined)	10.0%
COC(=O)c1c(C(F)(F)F)nc(C(F)F)c(C(=O)O)c1CC(C)C	15.0%
COc1ccc(Cc2nc3ccccc3n2CC(=O)NN)cc1OC	13.0%
O=C1C(=Cc2cn(Cc3ccc(Cl)cc3)c3ccccc23)C(=O)c2ccccc21	28.0%
CC(C)NC(=O)C(=O)NCc1ccc(Cl)cc1Cl	4.0%
Cc1cc(Cl)ccc1NC1=NS(=O)(=O)c2ccccc21	13.0%
Nc1nnc(SCC(=O)c2ccc3c(c2)Cc2ccccc2-3)s1	8.0%
O=C1C(=O)N(c2cccnc2)C(c2ccc(O)cc2)/C1=C(\O)c1ccccc1 (centres undefined)	6.0%
COc1ccccc1C(=O)Nc1ccccc1[N+](=O)[O-]	10.0%
CC(O)c1nc2ccccc2n1Cc1ccccc1 (centres undefined)	4.0%
Cc1ccccc1/[N+]([O-])=C/c1cccs1	0.0%

This is a subset. The share of hits here may be higher or lower than overall.
